From PubChem
SR-BI uptake up: enhances SR-BI lipid uptake from DiI-HDL | activation, % at 12.5 µM | AID 504775 | CHO ldlA[mSR-BI] cells, DiI-HDL uptake fluorescence, 3 h; 100 = double the neutral-control signal | hit rate 0.096% among 320,000;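 active means mean replicate activation of at least 60% and every replicate at or above 60%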;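 further: 0% = median plate neutral-control signal and 100% = twice that signal; values of inactives mirror those of a sister screen read the other way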
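material = CHO ldlA[mSR-BI] cells | medium = Ham's F12 with 0.5% BSA, HEPES 25 mM, pH 7.4 | reagent = fluorescent DiI-HDL, 10 µg/mL final | compound dosing = single-point compound dose | incubation = 3 h, 37 °C | measured by = bottom-read fluorescence, 550/595 nm | measure = HDL uptake via cellular fluorescence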
DSG3 Ab inh: inhibitors of pemphigus antibody binding to human desmoglein-3 | DSG3-coupled beads, scFv-anti-DSG3-GFP binding, flow cytometry; active compounds read low | binding (percent of control), % at 10 µM | hit rate 0.48% among 310,000 | AID 588358;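 active means binding more than 3 SD below its plate's average and above zero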;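 further: hits lower antibody fragment binding to DSG3; some compounds called inactive have numbers as strong as hits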
PKA-R2B act: PKA-R2B complex activation. AID 504700. activation, % at 11.4 µM. hit rate 0.079% among 340,000. PKA-R2B holoenzyme dissociation, Cy5-IP20 fluorescence polarization; R2B truncated from residue 108, S112A mutant; 0% DMSO only, 100% 113 µM cGMP;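 active means activation above a cutoff set at the mean over all compounds plus 3 SD, cut at about 18% in these data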;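 further: higher means more holoenzyme dissociation and a rise in polarization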
SR-BI DiI inh: mouse SR-BI HDL lipid transfer inhibition | ldlA[mSR-BI] CHO cells, DiI-HDL uptake fluorescence, 3 h | Q61009 | inhibition, % at 12.5 µM | hit rate 0.96% among 320,000;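 active means mean replicate inhibition of at least 70% and a set share of replicates each scoring 70 or more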;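 further: 0% = median of neutral control wells and 100% = median of positive control wells; values of inactives mirror those of a sister screen read the other way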
NSD2 HMT inh: blocks human histone methyltransferase NSD2; hit rate 0.54% among 310,000; NSD2 peptide methylation, AlphaScreen, 120 min; inhibition, % at 12.5 µM; AID 743445; in the data active means inhibition above about 50%
Arrestin-AP2 inh: blocks beta-arrestin peptide binding to AP2 adaptin; AID 504490; FITC-arrestin peptide / GST-AP2 beads, flow cytometry; AP2 beta2 appendage carries R879A mutation; hit rate 0.31% among 340,000; inhibition, % at 10 µM;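 active means inhibition above a set limit, near 3 SD of compounds lacking own fluorescence, cut at about 54% in these data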;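 further: plate controls were DMSO wells for no effect and 5 µM unlabelled arrestin peptide for full effect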
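Material – AP2 appendage R879A on GSH beads · Buffer or medium – PBS with 0.05% Tween 20 and 0.1% BSA · Probe or stimulus – fluorescein-tagged arrestin peptide at 50 nM final · Incubation – compound with beads 12 min RT, then probe 1 h RT · Detection – high-throughput flow cytometry of beads, ex 488, em 535 nm · Evaluation – percent response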
CDK5 p35 inh: blocks human CDK5/p35 kinase activity | hit rate 0.01% among 330,000 | Recombinant CDK5/p35, ADP-Glo luminescence, 60 min | AID 488839 | inhibition, % at 10 µM;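 active means highest replicate inhibition of at least 50% and at least 75% of replicates reaching 50%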;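 further: plate controls were DMSO neutral control for no effect and GW8510 at 10 µM for full effect; many of its hits are not listed in these tables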
Target sequence (Q00535 whole entry, looked up): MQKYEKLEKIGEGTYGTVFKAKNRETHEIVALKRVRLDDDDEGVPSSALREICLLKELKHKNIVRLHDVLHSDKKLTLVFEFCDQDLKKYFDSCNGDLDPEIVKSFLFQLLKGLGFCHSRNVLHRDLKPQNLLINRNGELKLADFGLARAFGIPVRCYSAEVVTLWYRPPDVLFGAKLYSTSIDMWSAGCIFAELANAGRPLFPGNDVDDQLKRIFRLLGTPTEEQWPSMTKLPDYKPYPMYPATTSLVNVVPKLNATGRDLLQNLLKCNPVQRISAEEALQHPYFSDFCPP
Target sequence (Q15078 whole entry, looked up): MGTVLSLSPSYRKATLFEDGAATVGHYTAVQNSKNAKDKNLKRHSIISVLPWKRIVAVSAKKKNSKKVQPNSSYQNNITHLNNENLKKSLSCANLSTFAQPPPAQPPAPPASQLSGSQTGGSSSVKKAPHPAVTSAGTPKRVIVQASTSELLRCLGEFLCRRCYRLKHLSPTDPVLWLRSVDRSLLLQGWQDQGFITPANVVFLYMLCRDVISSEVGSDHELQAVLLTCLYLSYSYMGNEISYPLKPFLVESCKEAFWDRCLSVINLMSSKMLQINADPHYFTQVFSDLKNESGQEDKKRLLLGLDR
dFosB act: mouse delta FosB homodimer activation | P13346 | purified delta FosB, TAMRA-CDK5 oligo fluorescence polarization; percent of positive-control signal above neutral wells | activation, % at 25 µM | hit rate 0.99% among 340,000;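 active means mean activation above about 17%, with every replicate also reaching it, limit read from the data, passing the limit was not always enough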;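 further: fluorescence polarization rise as delta FosB binds a TAMRA Cdk5 AP-1 oligo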
Target sequence (P13346 whole entry, looked up): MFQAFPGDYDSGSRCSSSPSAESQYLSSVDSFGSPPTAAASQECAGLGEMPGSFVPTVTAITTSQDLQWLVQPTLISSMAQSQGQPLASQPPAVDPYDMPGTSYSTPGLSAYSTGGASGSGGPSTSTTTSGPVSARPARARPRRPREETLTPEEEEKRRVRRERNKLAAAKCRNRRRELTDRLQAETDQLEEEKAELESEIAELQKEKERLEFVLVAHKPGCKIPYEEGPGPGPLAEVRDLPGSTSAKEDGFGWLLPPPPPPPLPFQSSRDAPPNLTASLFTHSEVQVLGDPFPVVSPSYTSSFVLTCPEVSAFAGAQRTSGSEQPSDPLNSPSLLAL
MITF act: increases MITF-driven TRPM1 promoter luciferase signal; SK-MEL-5 TRPM1-promoter luciferase, 24 h; % of positive control, neutral wells = 0; activation, % at 12.5 µM; hit rate 0.75% among 300,000;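 active means mean activation of at least 80% with every replicate also reaching 80%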;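 further: 0% = neutral control wells and 100% = parthenolide positive control wells; values of inactives mirror those of a sister screen read the other way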
PKA-R1A act: activators of PKA-R1A complex | P00514+P68181 | PKA-R1A dissociation, Cy5-IP20 fluorescence polarization; scaled: DMSO 0%, 113 µM cGMP 100% | activation, % at 11.4 µM | hit rate 0.083% among 340,000 | AID 504707;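 active means percent activation above the mean of all tested compounds plus 3 SD, cut at about 19% in these data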;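 further: higher means more PKAc released from R1A so a rise in polarization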
Mot1-301 SUMO: blocks SUMOylation pathway, rescuing yeast Mot1-301 growth. S. cerevisiae Mot1-301 growth rescue, ATP luminescence, 38.5C; percent above DMSO median, 100 means doubled. growth rescue, % at 18.8 µM. hit rate 1% among 320,000;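 active means every valid replicate shows activation above 250% relative to neutral control wells; inactive means the rest, any valid replicate at or below 250%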;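 further: OY570 slx delta 5 strain wells were the positive control but not used for scaling; some compounds called inactive have numbers as strong as hits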
The depositor's hits bear a star; . = not tested or not shown; & = joins results of further samples.

SR-BI uptake up,DSG3 Ab inh,PKA-R2B act,SR-BI DiI inh,NSD2 HMT inh,Arrestin-AP2 inh,CDK5 p35 inh,dFosB act,MITF act,PKA-R1A act,Mot1-301 SUMO,compound
26,102,-11,-26,.,-5,2.1,-1,5,5,6,COC(=O)C1=C(C)N(Cc2ccccc2)C(=NCc2ccco2)N[C@H]1c1cccc(F)c1
35,102,-2,-35,1,26,0.7,-1,-1,-6,511,CCn1ncc([N+](=O)[O-])c1C(=O)N1CCCC1
-101,105,-8,101*,3,0,1.1,-8,2,-12,-21,COC(=O)c1ccccc1CSc1nsc(/C=C/N(C)C)c1C#N
-3,98,-2,3,0,9,-3.8,2,1,-4,18,COc1ccc(Cl)cc1NC(=S)Nc1cccnc1
-1,.,-5,1,.,-21,2.5,4,-11,-18,-9,COc1cccc(OC)c1Oc1ccc(C(F)(F)F)cn1
3,104,-2,-3,.,-10,-6.4,-7,-14,13,-23,Cc1cc(C(=O)O)ccc1-c1ccc(/C=C2\NC(=O)N(Cc3ccccc3Cl)C2=O)o1
-10,100,1,10,-2,-6,-0.3,6,-8,0,4,COc1ccc(C(=O)COC(=O)CCN=C2NS(=O)(=O)c3ccccc32)c(OC)c1
-12,96,0,12,-4,10,0.2,-11,.,4,-14,CCOC(=O)Cc1csc(NC(=O)c2cccc(OC)c2)n1
-1,111,-1,1,-3,0,0.3,0,-3,-4,-11,Cc1cc(SCC(=O)NCC(c2cccs2)N2CCOCC2)c(C)cc1Br (centres undefined)
-43,97,7,43,-1,-5,0.4,-6,-15,1,278,CCN(C(=O)COC(=O)c1cc(S(=O)(=O)N2CCc3ccccc32)ccc1OC)C1CCS(=O)(=O)C1 (centres undefined)
17,107,-13,-17,4,29,1.2,-8,0,7,-19,CCCC1C(c2ccc(OC)cc2)C(C#N)(C#N)C2(C#N)CC1(N)NC2=O (centres undefined)
-17,103,3,17,9,24,1.1,-5,33,-18,-12,CC(/C=C/c1ccccc1)=N\NC(=S)NC(C)C
10,99,-5,-10,.,2,-1.8,1,-1,-10,-12,Cc1ccc(C(C(=O)NC2CCCC2)N2CCCCC2)cc1 (centres undefined)
-23,106,-2,23,0,3,-2.0,6,-2,0,6,CCn1c(CCC(N)=O)nnc1SCC(=O)c1cc(C)n(C2CC2)c1C
16,.,-3,-16,5,7,0.7,-13,0,-7,14,CCOc1ccc(CN2CCN(C(=O)c3ccccc3)CC2)cc1
10,94,-2,-10,-5,3,1.4,-5,8,4,44,CC(=O)c1cccc(NS(=O)(=O)c2cc3c(cc2C)N(C(C)=O)CCO3)c1
-44,96,-6,44,-2,4,-1.1,-13,-9,-3,-11,COc1ccc(C(=O)Nc2ccc(Cl)c(S(=O)(=O)N3CCOCC3)c2)cc1
10,110,3,-10,.,17,-1.7,-6,-1,-7,-7,CCO[C@@H]1OC(C(=O)N2CCCCCCC2)=C[C@H](c2csc3ccccc23)[C@H]1CCCO
25,95,4,-25,-3,16,-0.7,3,-2,10,362*,CCS(=O)(=O)N1CCCC(C(=O)NCc2cccnc2)C1 (centres undefined)
-1,.,0,1,-2,12,-2.3,-1,9,-4,-3,CCOc1cc(C(=O)N(C)Cc2cc3cc(OC)ccc3[nH]c2=O)cc(OCC)c1OCC
-18,99,-7,18,0,2,-2.3,-1,-1,-4,-13,O=C(/C=C/c1ccc([N+](=O)[O-])cc1)NCCc1ccc(F)cc1
3,93,1,-3,.,12,0.6,1,27,0,-19,COc1ccc(C2=CC3=C(Br)C(=O)C(C)(OC(=O)c4cccs4)C(=O)C3=CO2)cc1 (centres undefined)
-18,95,-1,18,-1,-10,-1.6,29*,49,-5,130,CC(=O)n1cc(/C=N/NC(=O)c2ccccc2O)c2ccccc21
0,.,-13,0,-2,22,-0.5,1,0,3,4,O=C(CSc1nnc(CNC(=O)c2ccc(F)cc2)o1)NCCc1ccccc1
15,100,-3,-15,.,28,-1.7,7,2,-6,-10,O=C(NCCc1cccs1)C1CC(c2cccc(F)c2)=NO1 (centres undefined)
14,99,-2,-14,5,9,-0.9,4,6,-5,10,CCOc1ccc(NS(=O)(=O)c2cc(OCC(N)=O)c(C)cc2Cl)cc1
10,.,-12,-10,1,5,-0.8,-5,.,0,-8,O=C(O)C1CCN(S(=O)(=O)c2ccc(Oc3ccccc3)cc2)CC1
.,101,-5,.,5,2,1.2,-4,-3,-9,0,O=C1CC(C(=O)N(c2cccc(F)c2)C(C(=O)NC2CCCC2)c2ccccn2)CS1 (centres undefined)
9,99,-3,-9,4,-19,0.5,-10,-7,19*,16,CC(C)N(CC(=O)Nc1ccc(Cl)cc1C(F)(F)F)C(=O)CCl
-11,105,-6,11,.,8,5.6,-7,-7,-4,-26,CCN(CC(=O)Nc1ccc(NC(C)=O)cc1)C(=O)c1oc2ccccc2c1C
33,103,-9,-33,-1,2,-0.3,2,.,2,-16,CCc1nnc(NC(=O)c2c(O)c3c([nH]c2=O)CCCC3)s1
19,104,-1,-19,-1,-1,1.2,-10,-5,-8,.,CC(=O)Nc1ccc(NC(=O)c2ccccc2-n2cnnn2)cc1
26,99,2,-26,1,0,2.7,1,-4,-3,-13,c1ccc2c(c1)COC(CN1CCCCC1)OC2
27,113,-1,-27,.,0,-0.7,-6,-18,-4,-18,Cc1ccc(S(=O)(=O)NCC(=O)N(CC(=O)NCc2ccco2)Cc2ccco2)cc1
-12,101,-3,12,2,34,-1.7,-13,-9,-5,49,Cc1cc(C)c(NC(=O)c2ccc(CNS(=O)(=O)c3cc(C(F)(F)F)ccc3Cl)cc2)c(C)c1
27,.,-7,-27,0,-3,-1.0,-3,-4,2,-8,Cc1cc(=O)oc2cc(O[C@@H]3O[C@H](CO)[C@H](O)[C@H](O)[C@H]3O)ccc12
3,.,-6,-3,-4,4,0.7,-9,2,6,-15,Cc1cc(NCCN2CCOCC2)n2c(nc3ccccc32)c1C#N
10,118,-16,-10,7,-10,-1.7,-4,4,-1,140,CCN(CC)CCn1c2c(c(SCC(=O)NCc3ccccc3)nc1=O)CCC2
-14,109,-4,14,7,-5,-1.2,-8,9,12,0,CCC1CCc2sc(C(=O)NNC(=S)NCC3CCCO3)cc2C1 (centres undefined)
.,107,-11,.,0,10,-4.7,-12,.,4,6,Cc1ccc(F)cc1NC(=O)N1CCN(c2ccnc3cc(Cl)ccc23)CC1
0,95,5,0,-3,4,0.7,-11,-1,2,12,Cc1cccc(OCCn2ccnc2)c1C
15,112,13,-15,.,9,-1.1,-3,-2,5,9,C=C(C)[C@@H]1CC[C@]2(C(=O)O)CC[C@]3(C)[C@H](CC[C@@H]4[C@@]5(C)CC[C@H](O)C(C)(C)[C@@H]5CC[C@]43C)[C@@H]12
-12,96,-2,12,-2,-2,1.6,-3,-18,3,10,CCOC(=O)CNC(=O)CSc1nc(Cc2ccccc2)nc2ccccc12
-33,87,7,33,-1,1,-1.1,-2,2,-16,-16,CC1CN(C(=O)c2ccccc2)C(=Nc2cccc(S(=O)(=O)N(C)C)c2)S1 (centres undefined)
.,93,1,.,.,-4,-4.9,-22,-3,5,-4,NC(=O)c1nsc(C(=O)N(c2ccc(F)cc2)C(C(=O)NCC2CCCO2)c2ccc3ncccc3c2)c1N (centres undefined)
-15,98,6,15,77*,0,1.4,-6,22,-2,2,CCN(CC)S(=O)(=O)c1ccc(-c2cn3cc(Cl)ccc3n2)cc1
9,.,2,-9,-1,24,0.2,6,-11,-3,-21,Fc1ccc2[nH]c3c(NCCN4CCOCC4)ncnc3c2c1
-11&-28,104,6,11&28,9,7,1.6,-3,0,-4,-4&5,CCc1cc2c(=O)c(-c3nc4ccccc4n3C)coc2c(CN2CCN(C)CC2)c1O

Arranged by the number under MITF act (lowest first): some entries from above
SR-BI uptake up,DSG3 Ab inh,PKA-R2B act,SR-BI DiI inh,NSD2 HMT inh,Arrestin-AP2 inh,CDK5 p35 inh,dFosB act,MITF act,PKA-R1A act,Mot1-301 SUMO,compound
15,112,13,-15,.,9,-1.1,-3,-2,5,9,C=C(C)[C@@H]1CC[C@]2(C(=O)O)CC[C@]3(C)[C@H](CC[C@@H]4[C@@]5(C)CC[C@H](O)C(C)(C)[C@@H]5CC[C@]43C)[C@@H]12
3,.,-6,-3,-4,4,0.7,-9,2,6,-15,Cc1cc(NCCN2CCOCC2)n2c(nc3ccccc32)c1C#N
10,118,-16,-10,7,-10,-1.7,-4,4,-1,140,CCN(CC)CCn1c2c(c(SCC(=O)NCc3ccccc3)nc1=O)CCC2

(listing goes on)
SR-BI uptake up,DSG3 Ab inh,PKA-R2B act,SR-BI DiI inh,NSD2 HMT inh,Arrestin-AP2 inh,CDK5 p35 inh,dFosB act,MITF act,PKA-R1A act,Mot1-301 SUMO,compound
16,101,-4,-16,0,-9,0.5,3,.,-2,.,O=c1[nH]c(=O)n(C2CC(O)C(CO)O2)cc1I (centres undefined)
3,102,8,-3,-1,-7,0.6,0,-7,4,5,CCn1cc(S(=O)(=O)NCc2ccc3c(c2)OCO3)cn1
12,106,8,-12,1,14,-0.2,-5,5,2,-14,O=C1COc2ccc(NC(=O)N3CCN(c4ccc(F)cc4)CC3)cc2N1
38,107,-12,-38,.,0,0.9,-2,.,3,-12,CCCCCn1c(CN2CCN(C)CC2)nc2c1c(=O)n(C)c(=O)n2C
18,148,3,-18,1,-1,-0.4,8,.,-7,-2,O=C(O)c1ccc(N2C(=O)CC(N3CCN(c4ccc(Cl)cc4)CC3)C2=O)cc1 (centres undefined)
.,103,-2,.,-2,25,-0.1,-8,3,-4,75,COc1cccc(CN(C)C(=O)c2ccc(Oc3ccccc3)cc2)c1OC
9,98,-5,-9,4,67*,.,-17,-2,8,-10,CCCCc1cc(=O)oc2cc(C)cc(OC(C)C(=O)NCc3ccncc3)c12 (centres undefined)
5,100,0,-5,.,26,1.2,5,-8,-13,.,COC(=O)[C@H](Cc1ccccc1)NC(=O)Cn1cnc2c(NCc3ccccc3)ncnc21
19,128,-14,-19,-1,-8,-1.2,3,-1,-12,.,COc1cc([N+](=O)[O-])ccc1NC(=O)CCCOc1cc(C)ccc1C
1,104,1,-1,-1,1,-1.7,-2,.,-2,14,CNC(=O)COc1ccc(-c2nn(C)c(=O)c3ccccc23)cc1
-2,100,1,2,.,22,1.3,-1,4,-2,-5,O=C(Cc1cccs1)N1CCCC(c2nc3c(nnn3Cc3ccccc3Cl)c(=O)[nH]2)C1 (centres undefined)
13,.,1,-13,14,-3,1.3,-10,12,1,25,CCN(CC)CCCn1c(SCC(=O)Nc2cccc(F)c2)nnc1-c1ccoc1C
